Assay outcomes (PubChem BioAssay)
Insulin prom up: MIN6 insulin promoter up-regulation; hit rate 0.3% among 190,000; MIN6 insulin promoter-GFP reporter, high-content imaging; active compounds read high; z-score at 5 µM; AID 1625;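 active means z-score above 3 at 5 µM with at least 500 cells counted in the well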
b-catenin transl: beta-catenin nuclear translocation modulation | nuclear translocation activity, % at 5 µM | hit rate 0.3% among 190,000 | AID 1665 | HeLa beta-catenin nuclear translocation, immunofluorescence imaging;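 active means nuclear translocation activity above 50% at 5 µM, with a well cell count of 50 or more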;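 further: per-cell ratio of nuclear to cytoplasmic median beta-catenin stain intensity; plate controls were DMSO negative control for no effect and GSK-3 inhibitor IX positive control for full effect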
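Signal – beta-catenin immunofluorescence imaging with DAPI · Test system – human HeLa cell line · Dosing – 5 µM primary single dose, 0.1% DMSO, 0.02–20 µM confirmation series · Measure – % activation, nuclear-to-cytoplasmic median beta-catenin signal ratio per cell · Incubation – 24 h compound exposure at 37°C, 5% CO2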
WT yeast gro inh: growth inhibition of WT yeast, mitochondrial fusion screen. mitochondrial fusion phenotypic screen, WT strain. inhibition, % at 10 µM. hit rate 2.1% among 190,000. AID 1362; in the data active means inhibition above about 58%; tested in S. cerevisiae
Dynein cargo inh: blocks dynein driven cargo transport along microtubules; hit rate 0.47% among 220,000; z-score, hits read low; 3617.4 mouse cells, GR-EGFP nuclear translocation imaging; test concentration mostly 20 µM; stimulated with dexamethasone, 1 µM; active compounds read low;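 active means plate z-score of nuclear minus cytoplasmic receptor signal below a set negative limit, without overly bright fluorescence or cell loss, cut at about -3.5 in these data, passing the limit was not always enough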;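 further: z-score of nuclear minus cytoplasmic ring GR-EGFP intensity difference per well; some compounds called inactive have numbers as strong as hits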
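medium = tetracycline-free induction medium containing charcoal-stripped FBS | probe or stimulus = dexamethasone, 1.0 µM final | timing = 48 h induction, then 1 h compound, then 30 min agonist, 37 °C | detection = automated 10x imaging of fixed Hoechst-stained cells | read-out basis = nuclear versus cytoplasmic GR-EGFP signal, averaged per well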
Yfh1-depleted yeast: enhancers of respiration in Yfh1-depleted yeast, dose response, Friedreich's ataxia, plus single-dose screen (AID 1465) | fold induction at 50 µM, or EC50 in µM where a hit was titrated | hit rate 0.074% among 220,000 | S. cerevisiae Yfh1-off respiration, WST-1 reduction, 72 h; higher fold induction means a stronger effect;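 active means fold induction of absorbance versus untreated yeast above a set limit, then at least 30% activation at any dose in follow-up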;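 further: activators that raise dye reduction in frataxin-depleted yeast; strong numbers were not always called active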
MT stabilizer: stabilizes microtubules in HeLa cells; AID 2205; hit rate 0.83% among 200,000; % tubulin-high responders, % at 10 µM; HeLa tubulin immunostaining HCS, 24 h; share of cells brighter than vehicle mean+2SD;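 active means plate Z-score above 3 for both tubulin-high and condensed-nucleus cell shares, with cell loss under 80%, at 10 µM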;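 further: anti alpha tubulin signal scored within the nucleus-defined area of each cell; some results filed as inactive read as strong as hits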
human PMI inhibition: MPI enzyme activity inhibition – biochemical, fluorescence intensity, coupled assay, primary screen (AID 1209). purified PMI enzyme, coupled fluorescence intensity; higher % means a stronger effect. one-dose inhibition, % at 20 µM; IC50 in µM for titrated hits. hit rate 0.42% among 190,000;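 further: plate controls were DMSO vehicle for no effect and wells lacking substrate for full effect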
PMI inhibition: MPI inhibition at elevated mannose 6-phosphate – biochemical, fluorescence intensity, high mannose 6-phosphate, primary screen (AID 1220); recombinant PMI enzyme, coupled fluorescence intensity; higher % means a stronger effect; one-dose inhibition, % at 20 µM; IC50 in µM for titrated hits; hit rate 0.66% among 190,000
Autophagy HCS: autophagy modulation, high-content screen | MEF GFP-LC3 puncta imaging; test concentration mostly 10 µM | hit rate 0.98% among 190,000 | calls only at 10 µM (by protocol);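 active means percentage of spot-positive cells more than 3 SD above its plate mean, without a fluorescence outlier flag or 80% toxicity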;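 further: spot-positive cell cutoff set from DMSO-treated cells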
WT yeast gro inh mutant strain: second read-out of WT yeast gro inh, no call of its own (marks repeat the call); inhibition, %; mitochondrial fusion phenotypic screen, mutant strain inhibition
Dynein cargo inh cytoplasmic EGFP: further read-out of Dynein cargo inh, marked with its call; z-score; measured here: cytoplasmic GR-EGFP intensity; active compounds read high
Dynein cargo inh nuclear GR-EGFP: recorded beside Dynein cargo inh, whose call it bears; z-score; measured here: nuclear GR-EGFP intensity;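 lower value marks the stronger effect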
Dynein cargo inh cell count: also measured in Dynein cargo inh; calls as there; z-score; measured here: cell count per field
Insulin prom up cell count: recorded beside Insulin prom up, whose call it bears; cell count; measured here: cytotoxicity, nuclei count;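 total cells summed across four imaged fields per well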
b-catenin transl cell count 5 µM: also measured in b-catenin transl; calls as there; cell count; measured here: cell count, cytotoxicity flag
MT stabilizer Hoechst-high %: recorded beside MT stabilizer, whose call it bears; % Hoechst-high responders; measured here: nuclear condensation Hoechst responders;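 share of cells brighter than vehicle mean plus two SD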
MT stabilizer cytotoxicity %: further read-out of MT stabilizer, marked with its call; toxicity, %; measured here: cytotoxicity by cell density;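 0% = mean cell density of plate MIN control wells and 100% = no cells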
Autophagy HCS cell loss 18 h: second read-out of Autophagy HCS, no call of its own (marks repeat the call); toxicity, %; measured here: cell loss, nuclei count;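 cell loss after 18 h compound exposure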
The depositor's hits bear a star. Unless noted, no stated cut-off is given here; in the data, active means inhibition above about 50%; inactive means the rest.

For Cc1ccc(C(=O)N2CCN(c3cccc(Cl)c3)CC2)cc1C the results were Insulin prom up 0.73, b-catenin transl 18.7, WT yeast gro inh 54.7, Dynein cargo inh -0.139, Yfh1-depleted yeast inactive, MT stabilizer 23.7*, human PMI inhibition 12.3%, PMI inhibition 8.6%, Autophagy HCS inactive, WT yeast gro inh mutant strain 43.3, Dynein cargo inh cytoplasmic EGFP -0.164, Dynein cargo inh nuclear GR-EGFP 0.119, Dynein cargo inh cell count 0.418, Insulin prom up cell count 1235, b-catenin transl cell count 5 µM 923, MT stabilizer Hoechst-high % 53.1*, MT stabilizer cytotoxicity % 34.3* and Autophagy HCS cell loss 18 h -13.2.
CCc1nc(SCC(=O)c2ccccc2)c2c(=O)n(C)c(=O)n(C)c2n1 was read as Insulin prom up 0.79, b-catenin transl 0.3, Dynein cargo inh -0.339, Yfh1-depleted yeast inactive, Dynein cargo inh cytoplasmic EGFP -0.206, Dynein cargo inh nuclear GR-EGFP 0.449, Dynein cargo inh cell count -0.427, Insulin prom up cell count 966 and b-catenin transl cell count 5 µM 1330.
Screening CSc1nc2ccc(S(=O)(=O)NC3CCCCC3)cc2s1 returned Insulin prom up 0.41, b-catenin transl 5.0, WT yeast gro inh 23.3, Dynein cargo inh -0.248, MT stabilizer 1.7, human PMI inhibition 17.0%, PMI inhibition 9.4%, Autophagy HCS inactive, WT yeast gro inh mutant strain 20.0, Dynein cargo inh cytoplasmic EGFP -0.168, Dynein cargo inh nuclear GR-EGFP -0.181, Dynein cargo inh cell count 1.11, Insulin prom up cell count 777, b-catenin transl cell count 5 µM 1078, MT stabilizer Hoechst-high % 1.3, MT stabilizer cytotoxicity % 9.6 and Autophagy HCS cell loss 18 h 7.8.
Screening CCC1CCCCN1CCNS(=O)(=O)c1ccc2c(c1)oc(=O)n2C (stereo unspecified) returned Insulin prom up 0.49, b-catenin transl 7.2, WT yeast gro inh -8.9, Dynein cargo inh -0.989, Yfh1-depleted yeast inactive, MT stabilizer 8.5, human PMI inhibition 1.7%, PMI inhibition 9.5%, WT yeast gro inh mutant strain -11.5, Dynein cargo inh cytoplasmic EGFP -0.128, Dynein cargo inh nuclear GR-EGFP -0.507, Dynein cargo inh cell count -0.138, Insulin prom up cell count 1214, b-catenin transl cell count 5 µM 980, MT stabilizer Hoechst-high % 2.5 and MT stabilizer cytotoxicity % 5.7.
For CCOc1ccc(NC(=O)COc2ccc(C(=O)NCCc3ccccc3)cc2)cc1 the results were Insulin prom up 0.84, b-catenin transl 0.3, WT yeast gro inh -7.9, Dynein cargo inh 2.46, Yfh1-depleted yeast inactive, MT stabilizer 3.8, human PMI inhibition 7.7%, PMI inhibition -2.6%, Autophagy HCS inactive, WT yeast gro inh mutant strain -19.0, Dynein cargo inh cytoplasmic EGFP 0.0617, Dynein cargo inh nuclear GR-EGFP 1.59, Dynein cargo inh cell count -1.69, Insulin prom up cell count 1621, b-catenin transl cell count 5 µM 1097, MT stabilizer Hoechst-high % 1.6, MT stabilizer cytotoxicity % 4.8 and Autophagy HCS cell loss 18 h -12.8.
Screening Cc1cc(S(=O)(=O)N(Cc2ccc(F)cc2)CC2CCCO2)ccc1-n1cnnn1 (stereo unspecified) returned Insulin prom up -0.37, b-catenin transl -7.1, WT yeast gro inh 9.1, Dynein cargo inh -0.535, Yfh1-depleted yeast inactive, MT stabilizer 5.6, human PMI inhibition 10.4%, PMI inhibition 11.2%, Autophagy HCS inactive, WT yeast gro inh mutant strain -10.3, Dynein cargo inh cytoplasmic EGFP -0.217, Dynein cargo inh nuclear GR-EGFP 0.122, Dynein cargo inh cell count 0.293, Insulin prom up cell count 1199, b-catenin transl cell count 5 µM 1005, MT stabilizer Hoechst-high % 2.7, MT stabilizer cytotoxicity % 8.2 and Autophagy HCS cell loss 18 h -4.4.
For Cc1ccc(C(=O)N2CCN(c3ccc([N+](=O)[O-])c(N4CCOCC4)c3)CC2)cc1 the results were Insulin prom up -1.12, b-catenin transl -2.4, WT yeast gro inh 2.7, Dynein cargo inh 1.63, Yfh1-depleted yeast inactive, MT stabilizer 3.5, human PMI inhibition 0.8%, PMI inhibition -5.4%, Autophagy HCS inactive, WT yeast gro inh mutant strain -20.0, Dynein cargo inh cytoplasmic EGFP -0.0647, Dynein cargo inh nuclear GR-EGFP 1.17, Dynein cargo inh cell count -1.28, Insulin prom up cell count 1322, b-catenin transl cell count 5 µM 1101, MT stabilizer Hoechst-high % 2.8, MT stabilizer cytotoxicity % 8.6 and Autophagy HCS cell loss 18 h 6.8.
Screening Cc1ccc(NCc2n[nH]c(=S)n2-c2cccc(Cl)c2)cc1 returned Insulin prom up 0.19, b-catenin transl -1.1, WT yeast gro inh -0.2, Dynein cargo inh -0.155, Yfh1-depleted yeast inactive, MT stabilizer 2.3, human PMI inhibition 0.1%, PMI inhibition 6.9%, Autophagy HCS inactive, WT yeast gro inh mutant strain -6.4, Dynein cargo inh cytoplasmic EGFP -0.364, Dynein cargo inh nuclear GR-EGFP -0.0702, Dynein cargo inh cell count 0.384, Insulin prom up cell count 1290, b-catenin transl cell count 5 µM 1042, MT stabilizer Hoechst-high % 1.6, MT stabilizer cytotoxicity % 3.6 and Autophagy HCS cell loss 18 h 7.9.
`CS(=O)(=O)NCCNc1cc(Cl)ccc1[N+](=O)[O-]` gave Insulin prom up 1.19, b-catenin transl -2.3, WT yeast gro inh -2.5, Dynein cargo inh -1.13, Yfh1-depleted yeast inactive, MT stabilizer 3.2, human PMI inhibition 6.9%, PMI inhibition 4.3%, Autophagy HCS inactive, WT yeast gro inh mutant strain 5.4, Dynein cargo inh cytoplasmic EGFP -0.284, Dynein cargo inh nuclear GR-EGFP -0.462, Dynein cargo inh cell count 1.03, Insulin prom up cell count 1589, b-catenin transl cell count 5 µM 934, MT stabilizer Hoechst-high % 1.8, MT stabilizer cytotoxicity % 2.6 and Autophagy HCS cell loss 18 h 7.0.
Screening OCCC1CN(Cc2ccc3ncccc3c2)CCN1Cc1ccccc1 (stereo unspecified) returned Insulin prom up -0.79, b-catenin transl -0.8, WT yeast gro inh -5.8, Dynein cargo inh -0.813, Yfh1-depleted yeast inactive, MT stabilizer 3.4, human PMI inhibition 16.8%, PMI inhibition 14.7%, Autophagy HCS inactive, WT yeast gro inh mutant strain 5.2, Dynein cargo inh cytoplasmic EGFP -0.285, Dynein cargo inh nuclear GR-EGFP -0.421, Dynein cargo inh cell count 0.946, Insulin prom up cell count 1427, b-catenin transl cell count 5 µM 1239, MT stabilizer Hoechst-high % 2.0, MT stabilizer cytotoxicity % 5.3 and Autophagy HCS cell loss 18 h 11.1.
For CCCCCCn1c(N2CCN(c3ccccc3)CC2)nc2c1c(=O)n(C)c(=O)n2C the results were Insulin prom up -1.86, WT yeast gro inh 66.3*, Dynein cargo inh -1.66, Yfh1-depleted yeast inactive, MT stabilizer 10.0, human PMI inhibition 4.8%, PMI inhibition 8.4%, Autophagy HCS inactive, WT yeast gro inh mutant strain 8.2*, Dynein cargo inh cytoplasmic EGFP -0.142, Dynein cargo inh nuclear GR-EGFP -0.458, Dynein cargo inh cell count -0.26, Insulin prom up cell count 1223, MT stabilizer Hoechst-high % 1.8, MT stabilizer cytotoxicity % 7.8 and Autophagy HCS cell loss 18 h 2.4.
Screening CCN1CCN(S(=O)(=O)c2ccc3ccccc3c2)CC1 returned Insulin prom up -1.06, WT yeast gro inh -17.7, Dynein cargo inh -0.649, Yfh1-depleted yeast inactive, MT stabilizer 1.8, human PMI inhibition -6.5%, PMI inhibition -1.6%, Autophagy HCS inactive, WT yeast gro inh mutant strain 0.2, Dynein cargo inh cytoplasmic EGFP 5.41, Dynein cargo inh nuclear GR-EGFP 0.254, Dynein cargo inh cell count 0.15, Insulin prom up cell count 901, MT stabilizer Hoechst-high % 1.9, MT stabilizer cytotoxicity % 10.2 and Autophagy HCS cell loss 18 h -3.4.
Cc1cc(C)n(-c2nc(NCCN(C)C)c3c4c(sc3n2)COC(C)(C)C4)n1 was read as Insulin prom up -0.55, b-catenin transl -0.7, Dynein cargo inh -0.145, Yfh1-depleted yeast inactive, Dynein cargo inh cytoplasmic EGFP -0.26, Dynein cargo inh nuclear GR-EGFP -0.177, Dynein cargo inh cell count -0.0326, Insulin prom up cell count 783 and b-catenin transl cell count 5 µM 1335.
Screening CCc1cc2cc3c(cc2nc1SCC(=O)N1CCN(C(=O)c2ccco2)CC1)OCO3 returned Insulin prom up 0.09, b-catenin transl -3.3, WT yeast gro inh -31.3, Dynein cargo inh -0.0857, Yfh1-depleted yeast inactive, MT stabilizer 3.0, human PMI inhibition -5.5%, PMI inhibition -9.5%, Autophagy HCS inactive, WT yeast gro inh mutant strain -2.2, Dynein cargo inh cytoplasmic EGFP -0.211, Dynein cargo inh nuclear GR-EGFP 0.142, Dynein cargo inh cell count 0.0728, Insulin prom up cell count 1283, b-catenin transl cell count 5 µM 905, MT stabilizer Hoechst-high % 1.7, MT stabilizer cytotoxicity % 7.9 and Autophagy HCS cell loss 18 h 1.3.
`COc1cc(C)c(S(=O)(=O)NCc2cccs2)cc1C` gave Insulin prom up 0.29, b-catenin transl 0.2, WT yeast gro inh 12.8, Dynein cargo inh -1.1, MT stabilizer 2.4, human PMI inhibition -8.3%, PMI inhibition 1.0%, Autophagy HCS inactive, WT yeast gro inh mutant strain 15.5, Dynein cargo inh cytoplasmic EGFP -0.277, Dynein cargo inh nuclear GR-EGFP -0.266, Dynein cargo inh cell count 0.608, Insulin prom up cell count 1228, b-catenin transl cell count 5 µM 856, MT stabilizer Hoechst-high % 2.1, MT stabilizer cytotoxicity % 9.8 and Autophagy HCS cell loss 18 h 4.1.
